# M5 antag: antagonists of human muscarinic M5 receptor (CHRM5); P08912; CHO-hM5 cells, Fluo-8 calcium fluorescence, ACh EC80; inhibition, % at 3 µM; actives 0.59% (n = 360,000);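 active = inhibition above a per-plate cutoff, the mean of that plate's test compounds plus 3 SD, cut at about 27% in these data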;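 note: 0% = acetylcholine EC80 with DMSO and 100% = DMSO without agonist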
# Target sequence (P08912 whole entry, looked up): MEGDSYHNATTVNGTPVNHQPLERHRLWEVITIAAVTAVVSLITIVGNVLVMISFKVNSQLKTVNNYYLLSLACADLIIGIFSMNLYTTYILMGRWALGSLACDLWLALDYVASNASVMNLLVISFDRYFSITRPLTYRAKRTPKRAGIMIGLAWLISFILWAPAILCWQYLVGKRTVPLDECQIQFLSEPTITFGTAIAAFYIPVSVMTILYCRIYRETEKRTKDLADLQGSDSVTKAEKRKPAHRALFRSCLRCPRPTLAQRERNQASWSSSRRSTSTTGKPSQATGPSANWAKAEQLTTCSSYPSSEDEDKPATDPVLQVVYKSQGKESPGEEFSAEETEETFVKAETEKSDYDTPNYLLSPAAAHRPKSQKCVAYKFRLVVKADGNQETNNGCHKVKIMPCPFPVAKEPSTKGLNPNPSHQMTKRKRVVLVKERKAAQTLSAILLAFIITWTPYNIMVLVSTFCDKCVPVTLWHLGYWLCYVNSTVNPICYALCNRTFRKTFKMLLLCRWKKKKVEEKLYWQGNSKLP
# M4 antag: CHRM4 antagonism in calcium assay | P08173 | inhibition, % at 3 µM | actives 0.73% (n = 360,000) | CHO-hM4 cells, ACh EC80, Fluo-8 calcium fluorescence;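 active = inhibition above its plate's cutoff, the mean inhibition of sample wells plus 3 SD, cut at about 27% in these data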;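 note: 0% = acetylcholine EC80 with DMSO and 100% = DMSO without agonist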
# Target sequence (P08173 whole entry, looked up): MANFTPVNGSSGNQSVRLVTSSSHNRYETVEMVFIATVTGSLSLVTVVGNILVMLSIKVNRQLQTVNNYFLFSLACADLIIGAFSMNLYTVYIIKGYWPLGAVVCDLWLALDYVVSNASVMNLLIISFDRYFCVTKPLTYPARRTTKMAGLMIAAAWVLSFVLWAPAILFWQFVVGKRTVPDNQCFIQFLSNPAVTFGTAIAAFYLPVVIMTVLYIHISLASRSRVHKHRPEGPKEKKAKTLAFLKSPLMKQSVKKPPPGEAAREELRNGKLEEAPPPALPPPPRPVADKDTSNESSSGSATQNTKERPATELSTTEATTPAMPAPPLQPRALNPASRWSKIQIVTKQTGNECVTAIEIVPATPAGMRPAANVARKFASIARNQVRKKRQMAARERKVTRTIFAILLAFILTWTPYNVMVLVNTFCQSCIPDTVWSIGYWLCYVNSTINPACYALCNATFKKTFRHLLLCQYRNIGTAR
# CRFR2-BP ag: agonists of human CRF-binding protein/CRF-R2 receptor complex | HEK293 CRF-R2/CRF-BP, calcium dye fluorescence (FLIPR); percent of saturating CRF peptide response | activation, % at 13.2 µM | actives 0.46% (n = 350,000) | AID 588473;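 active = activation of at least 50%, plus an integration ratio under a set limit after plate pattern correction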;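 note: plate controls were neutral control wells without compound for no effect and CRF at EC100 for full effect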
# CHRM5 PAM: potentiates acetylcholine response at human M5 receptor. activation, % at 3 µM. CHO-K1 hM5, Fluo-8 calcium, ACh EC20 PAM; 0% = ACh EC20, 100% = ACh EC100. actives 0.3% (n = 360,000). AID 624038. P08912;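 active = activation above the run cutoff, the mean activation of all test compounds plus 3 SD, cut at about 18% in these data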
#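 Assay system: CHO-K1 hM5 cells / Incubation: Fluo-8 loading 80 min at 37 °C plus 30 min room temperature / Technique: Fluo-8 calcium dye fluorescence, kinetic read / Repeats: single replicate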
# M1 antag: human CHRM1 antagonism; P11229; CHO-K1 hM1, Fluo-8 calcium fluorescence, ACh EC80 antagonist; inhibition, % at 3 µM; actives 1.3% (n = 360,000); AID 588852;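 active = percent inhibition above its own plate's cutoff, namely the mean of that plate's compound wells plus 3 SD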;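 note: peak over basal fluorescence ratio during 140 s after agonist addition; 0% = ACh EC80 plus DMSO and 100% = DMSO alone without agonist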
# CHRM1 PAM: potentiates human M1 receptor response to acetylcholine; AID 588819; CHO-K1 hM1, Fluo-8 calcium fluorescence, ACh EC20; 0% = ACh EC20, 100% = maximal ACh; actives 0.088% (n = 360,000); P11229; activation, % at 3 µM; in the data active = activation above about 19%, passing the limit was not always enough
# CHRM5 agonist: agonists of human muscarinic M5 receptor (CHRM5). actives 0.19% (n = 360,000). AID 624037. activation, % at 3 µM. CHO-K1 hM5 cells, Fluo-8 calcium fluorescence; 0% DMSO wells, 100% maximal acetylcholine response;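 active = activation above the run's mean over test compounds plus 3 SD, cut at about 23% in these data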;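 note: signal is peak over basal fluorescence ratio across the kinetic read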
# CHRM4 PAM: potentiates acetylcholine response at human M4 receptor; P08173; CHO-K1 hM4/Gqi5, Fluo-8 calcium fluorescence, ACh EC20; 0% = ACh EC20, 100% = maximal ACh; activation, % at 3 µM; actives 0.4% (n = 360,000); AID 624126;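 active = activation above its plate's cutoff, the mean activation of sample wells plus 3 SD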; note: some results filed as inactive read as strong as hits
# M4 ag: CHRM4 agonism in calcium assay. CHO-K1 hM4/Gqi5, Fluo-8 calcium fluorescence; vehicle 0%, full acetylcholine response 100%. activation, % at 3 µM. actives 0.14% (n = 360,000). AID 624127;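 active = activation above the run mean over all test wells plus 3 SD, cut at about 32% in these data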;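 note: peak over basal fluorescence ratio per well then scaled between controls; 0% = DMSO wells and 100% = acetylcholine at EC100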
# Starred values were filed as active, the others as inactive; . = not tested or not shown.
smiles,CHRM5 agonist,M1 antag,CHRM5 PAM,M4 ag,CHRM4 PAM,CRFR2-BP ag,CHRM1 PAM,M5 antag,M4 antag
COc1ccc(CNCc2cccc(OC)c2OC)cc1Br,-2,4,-3,4,-8,0.8,-1,-1,-11
CC1(C)Cc2ccccc2-c2nnc(-c3ccccn3)n21,0,6,-1,0,0,-1.5,-5,-2,12
COc1ccc(C(=O)SC2=NCCS2)cc1OC,1,-12,0,0,10,1.3,11,-1,-4
Cc1csc(SCC(=O)Nc2cc(F)ccc2C)n1,-3,-2,4,1,-3,6.8,-2,24,-1
COc1ccc(-c2cc(C(=O)NCc3ccc(F)cc3)[nH]n2)c(C)c1,-1,-3,0,1,-2,.,-4,5,2
Clc1ccc2nc(-c3cccc(Br)c3)c(Cc3ccsc3)n2c1,1,-20,4,-1,7,.,-1,1,-6
O=C(Nc1ccccc1)C1=C[C@H](c2ccc3c(c2)OCO3)C[C@H](OCCCCO)O1,2,-2,-13,4,12,-0.1,5,10,-18
O=C(CCc1ccncc1)NC1CCCc2c1cnn2-c1ccc(F)cc1F (stereo not drawn),-2,-5,-9,7,-1,-0.7,1,24,5
CC1CN(C(=O)c2cc(S(=O)(=O)N3CCCCC3)ccc2Cl)CC(C)O1 (stereo not drawn),3,1,-1,1,3,-3.1,3,-2,-3
COc1cc(/C=N/NC(=O)c2ccoc2C)cc(OC)c1O,1,-17,-6,2,10,-1.1,11,2,-3
O=C(Cn1c(=O)oc2ccccc21)N1CCN(c2ccc(N3CCOCC3)nn2)CC1,2,18,1,-1,0,0.5,-8,0,-1
COc1ccccc1-c1c(C)nn2c(C)c(C(C)=O)cnc12,-8,-1,-8,0,1,0.7,5,2,1
Cc1ccc(S(=O)(=O)N2Cc3ccccc3CC2C(N)=O)cc1 (stereo not drawn),-1,6,-5,0,-6,-1.5,-6,12,2
O=C(NC(c1ccc(Cl)cc1)c1ccsc1)C1CCN(Cc2ccc(Oc3ccccc3)cc2)CC1 (stereo not drawn),1,-7,-6,6,-11,.,1,11,16
Cc1nc2ncnn2c(C)c1CCC(=O)O,-3,-24,3,1,0,1.1,0,-1,4
O=C(c1cnn2cccnc12)N1CCN(c2ccccc2)CC1,0,-16,-6,2,2,0.2,8,8,11
CCOC(=O)CC1C(=O)NCCN1Cc1cccc(OC)c1 (stereo not drawn),-1,-2,-3,0,6,0.0,13,-4,-18
CC(=O)N1CCc2cc(S(=O)(=O)N3CCc4ccccc43)ccc21,-5,60*,-9,14,-4,7.8,-23,9,-16
Cc1ccc(C(=O)NC(=S)Nc2ccc(CN3CCOCC3)cc2)cc1,-4,2,-7,7,-5,-2.9,0,1,8
COC(=O)\C(C(C)=O)=C(/C=C/C=C/N(C)C)N(C)C,-1,-7,-6,0,-1,2.6,-2,8,10
COc1ccccc1NC1=CC(=O)CC(c2ccccc2)C1 (stereo not drawn),-2,-8,-2,2,1,-0.1,3,6,9
Fc1ccccc1NC(=S)N(CCN1CCCCC1)Cc1ccco1,-18,28,-10,0,-11,-4.6,-16,8,2
CC1=NN(C(N)=S)C(=O)C1N=Nc1ccc(F)cc1 (stereo not drawn),-2,-10,-1,1,-1,-0.9,3,1,5
Cn1nc(C(=O)Nc2cccc(C(F)(F)F)c2)ccc1=O,-2,-13,2,0,-1,-1.2,6,-5,1
Cc1cc([N+](=O)[O-])c(C(C)(C)C)cc1N,-3,-11,2,0,1,3.0,5,2,3
O=C(c1ccc2c(c1)OCO2)C1CCCN(Cc2cccn2-c2cccnc2)C1 (stereo not drawn),-9,10,-2,5,-13,-0.1,-8,2,7
COc1ccc(CCNC(=O)C(C)Sc2ccccc2)cc1OC (stereo not drawn),1,-7,-1,-1,7,0.6,12,-1,6
Cn1c2ccccc2c2ncn(CCN3CCOCC3)c(=O)c21,0,-6,1,1,4,-1.3,6,-6,-1
Cc1ccc(S(=O)(=O)c2n[nH]n3c2nc(=O)c2ccccc23)cc1,-12,-6,14,0,1,0.4,5,-4,1
O=C(c1ccco1)N1CCN(c2ccc([N+](=O)[O-])cc2Cl)CC1,3,-11,-7,6,3,5.3,3,9,-3

# Molecules above containing a Cl atom:
smiles,CHRM5 agonist,M1 antag,CHRM5 PAM,M4 ag,CHRM4 PAM,CRFR2-BP ag,CHRM1 PAM,M5 antag,M4 antag
Clc1ccc2nc(-c3cccc(Br)c3)c(Cc3ccsc3)n2c1,1,-20,4,-1,7,.,-1,1,-6
CC1CN(C(=O)c2cc(S(=O)(=O)N3CCCCC3)ccc2Cl)CC(C)O1 (stereo not drawn),3,1,-1,1,3,-3.1,3,-2,-3
O=C(NC(c1ccc(Cl)cc1)c1ccsc1)C1CCN(Cc2ccc(Oc3ccccc3)cc2)CC1 (stereo not drawn),1,-7,-6,6,-11,.,1,11,16
O=C(c1ccco1)N1CCN(c2ccc([N+](=O)[O-])cc2Cl)CC1,3,-11,-7,6,3,5.3,3,9,-3

# Additional compounds:
smiles,CHRM5 agonist,M1 antag,CHRM5 PAM,M4 ag,CHRM4 PAM,CRFR2-BP ag,CHRM1 PAM,M5 antag,M4 antag
COCCN1CCN(C(=O)c2cc(COc3ccc(F)c(F)c3)on2)CC1,-5,-12,2,1,10,0.6,7,-3,-10
Brc1ccccc1OCCOc1cccc2cccnc12,-3,-5,-4,3,9,-4.6,3,0,-10
S=C(Cc1ccccc1)NCCc1ccccc1,-7,4,3,0,3,-0.3,5,1,4
COc1cc2cc(C(c3nnnn3C3CCCC3)N3CCCCC3)c(=O)[nH]c2cc1OC (stereo not drawn),-2,-7,-12,2,12,0.2,1,34*,5
CCn1c(CSc2nc3ccccc3s2)nnc1SCC(=O)c1ccc2c(c1)OCCO2,-10,-13,-5,5,1,-0.7,7,2,-4
Cc1ccc(O)c(NC(=S)NC(=O)CC(C)C)c1,-4,0,6,0,7,1.0,0,3,8
Cc1ccc(CN2CCN(Cc3cccc(-n4cccn4)c3)CC2CCO)cc1 (stereo not drawn),-9,-7,-1,2,-3,-2.7,4,-4,-6
CCN(CC)CCNC(=O)c1cccc(NC(=O)C(=O)c2ccccc2NC(C)=O)c1,-2,3,2,1,11,1.6,2,-2,-7
O=C(COC(=O)c1ccccc1)NC1CCCC1,-3,-11,-4,1,-2,-0.7,12,-2,5
CCCCCn1c(=O)[nH]c2cc(C(=O)NCCCN3CCC(C)CC3)ccc2c1=O,-6,-5,-1,0,-2,0.9,6,0,9
Cc1cc(N2CCOCC2)c2c(N)c(C)cc(C)c2n1,-7,-8,3,0,0,-2.2,8,3,5
CC(C)(C)NC(=O)COC(=O)c1cc(Br)ccc1Cl,0,-3,-6,1,3,-1.1,-3,-1,-5
COc1ccc(OCC(O)CNC(=O)c2c(-c3ccccc3)noc2C)cc1 (stereo not drawn),1,-20,4,1,8,-2.3,18,-1,4
O=C(O)C1CC=CCC1C(=O)Nc1ccccc1Cl (stereo not drawn),0,-16,1,0,15,0.6,10,-2,-4
Cc1ccc(CN2CCN(/N=C/c3ccc(Cl)c([N+](=O)[O-])c3)CC2)cc1,-5,1,-8,1,-3,-0.4,-7,13,-7
O=S(=O)(NCCSCc1ccc(Cl)c(Cl)c1)c1ccc2c(c1)OCCO2,-5,-9,-6,1,-4,17,0,6,-3
O=C1C2C3CC(C(Br)C3Br)C2C(=O)N1c1nccs1 (stereo not drawn),1,-3,-4,0,0,0.7,5,11,4
CCCc1nc2ccc(C)cn2c1Cc1ccc(C)cc1,-5,-29,-2,0,-4,.,3,-5,-2
COc1ccc(C2C(CC(=O)O)=C(Nc3ccccc3)C(=O)N2c2ccccc2)cc1 (stereo not drawn),-5,-4,3,1,0,-0.5,6,-10,1
CCn1c(SCC(=O)c2c[nH]c3ccccc23)nnc1-c1cccs1,2,-6,-3,3,6,3.3,5,8,8
CC(C)NCC(O)COCCOc1ccc(Br)cc1 (stereo not drawn),-3,-2,-2,1,1,2.0,4,0,-11
COc1cc(C(=O)Nc2ccc(C)c(S(=O)(=O)N(C)C)c2)ccc1OCC(=O)N1CCOCC1,5,-2,0,3,1,0.8,2,4,-13
CC(=O)c1nnn(-c2ccccc2C#N)c1C,3,-18,3,1,-4,-1.9,19,-2,-9
Cc1ccccc1NC1=NC(=S)N(c2ccccc2)C12CCCCC2,-8,4,-3,-2,-3,1.8,-5,0,5
COc1ccc(OC)c(-c2csc3nnc(SCC(=O)Nc4ccc(NC(C)=O)cc4)n23)c1,1,-4,8,-2,4,-0.8,8,-9,-11
Cc1cc(-c2n[nH]c(=S)n2-c2ccc(C)c(C)c2)no1,-1,-12,6,0,10,-0.6,6,-4,-3
O=C(Nc1ccc2c(c1)OCCO2)C1CCCN(S(=O)(=O)c2cccnc2)C1 (stereo not drawn),4,-11,-9,3,-2,0.0,2,-2,-3
Brc1ccccc1OCCCN1CCCC1,-8,16,-3,1,-2,-0.1,-11,12,6
c1cnc2ccc(C(c3nnnn3C3CCCC3)N3CCN4CCCC4C3)cc2c1 (stereo not drawn),-9,-17,2,0,9,3.0,11,-1,2
COC(=O)[C@H](Cc1ccccc1)NC(=O)c1cc(COc2c(F)cccc2F)on1,-4,-2,-5,12,-7,11,4,6,-10

# The results go on:
smiles,CHRM5 agonist,M1 antag,CHRM5 PAM,M4 ag,CHRM4 PAM,CRFR2-BP ag,CHRM1 PAM,M5 antag,M4 antag
Cc1ccc(NC(=O)NC2(C(=O)NCc3ccccc3)CCCCC2)cc1,2,-1,-1,1,1,0.6,2,-3,5
COC(=O)COc1ccc2oc(=O)cc(-c3cc4ccccc4o3)c2c1,-2,-5,-7,3,-3,0.8,0,12,7
CCN(C(=O)CCC(=O)N(CC)c1ccccc1)c1ccccc1,-2,-1,2,0,7,-0.8,2,-1,-9
CC1CN(Cc2cc(=O)[nH]c(C3CC3)n2)CC(C)O1 (stereo not drawn),-6,-14,-10,0,8,0.2,5,-2,-6
Cc1nnc(SCC(=O)Nc2ccc(N3CCN(S(C)(=O)=O)CC3)cc2)o1,-1,-6,0,-1,0,0.6,10,5,6
Cc1onc(-c2ccccc2Cl)c1C(=O)NCCN1Cc2ccccc2C1=O,0,6,4,1,6,-0.8,-4,-7,1
CC(C)(C)C1CCc2c(sc(NC(=O)c3cccs3)c2C(=O)N2CCCCC2)C1 (stereo not drawn),0,-4,0,-1,4,-0.8,0,3,-9
O=C(CCSc1nnc(-c2ccco2)o1)Nc1ccc(F)cc1,3,-14,7,4,-3,-1.0,11,2,-1
CC1=C(C(=O)Nc2ccccc2C)C(c2ccc(C)o2)C2=C(CCCC2=O)N1 (stereo not drawn),-1,-6,-4,1,-2,0.5,4,6,-8
Cc1nnc(N)nc1C,-1,-8,5,1,12,0.4,9,-4,8
O=C1c2cccc3c(N4CCCCC4)ccc(c23)C(=O)N1c1ccc(O)cc1,21,18,-9,11,1,224*,-9,18,4
Cc1ccc(S(=O)(=O)N2[C@@H](c3ccc(C(C)(C)C)cc3)C(C(=O)O)=CC[C@H]2c2cccc(Cl)c2)cc1,-1,-6,-1,1,-3,10,-5,4,-2
Cc1nc2nc(C)c(NS(=O)(=O)c3ccc(CC(C)C)cc3)c(=O)n2[nH]1,-5,0,1,0,7,0.5,9,9,-20
COc1ccc(C2c3c(oc4ccccc4c3=O)C(=O)N2CC2CCCO2)cc1 (stereo not drawn),2,4,-7,1,2,-0.4,0,9,0

# Compound activity: PubChem BioAssay, several laboratories
